Assay outcomes: PubChem, National Center for Advancing Translational Sciences (NCATS)
12-LOX inh – Primary qHTS assay for inhibitors of human arachidonate 12S-lipoxygenase (ALOX12): Round 2; Polyunsaturated fatty acid lipoxygenase ALOX12 (Homo sapiens), P18054; Potency, µM (series often up to 108 µM), for the others: at the top dose activity change, negative = inhibition, hits mostly inhibitors; 1.1% of 580,000 active; AID 1671190, 2021; purified 12hLO, xylenol orange hydroperoxide absorbance; note: % is set by controls: 0 for no effect and ±100 for the full control effect
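Purified human 12hLO (150 nM final) in 25 mM Hepes, 0.01% Triton X-100, pH 7.0 was preincubated 15 min at room temperature with compound. Then 40 uM arachidonic acid was added, 30 min. Hydroperoxide was read by Fe-XO absorbance ratio 573/405 nm.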
IDH1 R132H inh – qHTS for Inhibitors of mutant isocitrate dehydrogenase 1 (IDH1): qHTS; 0.093% of 390,000 active; AID 602179, 2012; Potency, µM (doses to about 76.6 µM), without a hit: at the highest dose activity change, negative = inhibition, hits mostly inhibitors; IDH1-R132H enzyme, NADPH consumption, diaphorase/resazurin fluorescence; note: % is set by controls: 0 for no effect and ±100 for the full control effect; nearly all actives have a fitted effect of over 65% in size
Target sequence (O75874 whole entry R132H, stated change not applied): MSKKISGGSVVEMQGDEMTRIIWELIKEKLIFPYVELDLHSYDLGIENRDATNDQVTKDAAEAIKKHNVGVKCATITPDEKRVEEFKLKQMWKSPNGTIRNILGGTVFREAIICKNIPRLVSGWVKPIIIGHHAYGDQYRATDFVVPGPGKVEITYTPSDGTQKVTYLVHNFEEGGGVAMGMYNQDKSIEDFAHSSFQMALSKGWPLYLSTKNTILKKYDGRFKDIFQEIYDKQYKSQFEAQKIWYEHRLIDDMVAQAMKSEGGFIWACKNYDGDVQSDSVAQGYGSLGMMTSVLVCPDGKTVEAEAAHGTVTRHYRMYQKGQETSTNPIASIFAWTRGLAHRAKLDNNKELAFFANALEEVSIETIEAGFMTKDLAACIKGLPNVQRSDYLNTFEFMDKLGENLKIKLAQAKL
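IDH1-R132H (0.5 ug/mL dispensed) in pH 7.5 Tris buffer was preincubated 30 min with compound, then given a substrate mix of 0.016 mM NADPH and 2 mM alpha-KG for 80 min at room temperature; remaining NADPH was read by diaphorase/resazurin fluorescence.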
Vif-APOBEC3G blk – qHTS for Inhibitors of Vif-A3G Interactions: qHTS. HeLa A3G-eYFP + Vif (tagged APOBEC3G with the HIV-1 protein that degrades it), YFP fluorescence, overnight. Potency, µM (top dose mostly 46.1 µM), for inactives: top-dose activity, negative = active, usual class: inhibitors. 0.076% of 410,000 active;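 note: % is set by controls: 0 for no effect and ±100 for the full control effect; nearly all actives have a fitted effect of over 60% in size; hits raise eYFP signal because A3G escapes Vif-driven loss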
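HeLa cells stably expressing Vif and C-terminally eYFP-tagged A3G, seeded overnight at 37 deg C, then exposed to compound by pintool overnight at 37 deg C. Rise in yellow fluorescence (Ex 488/Em 500-530, Acumen) marks blocked Vif-driven A3G degradation.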
TrxR1 inh – qHTS Assay for Inhibitors of Mammalian Selenoprotein Thioredoxin Reductase 1 (TrxR1): qHTS; AID 588453, 2011; Potency, µM (series often up to 114 µM), for the others: at the highest dose activity change, negative = inhibition, usual class: inhibitors; recombinant rTrxR1, NADPH fluorescence consumption, selenite substrate; Thioredoxin reductase 1, cytoplasmic (Rattus norvegicus), O89049; 1% of 390,000 active; note: % is set by controls: 0 for no effect and ±100 for the full control effect; nearly all actives have a fitted effect of over 65% in size
Target sequence (O89049 whole entry, looked up): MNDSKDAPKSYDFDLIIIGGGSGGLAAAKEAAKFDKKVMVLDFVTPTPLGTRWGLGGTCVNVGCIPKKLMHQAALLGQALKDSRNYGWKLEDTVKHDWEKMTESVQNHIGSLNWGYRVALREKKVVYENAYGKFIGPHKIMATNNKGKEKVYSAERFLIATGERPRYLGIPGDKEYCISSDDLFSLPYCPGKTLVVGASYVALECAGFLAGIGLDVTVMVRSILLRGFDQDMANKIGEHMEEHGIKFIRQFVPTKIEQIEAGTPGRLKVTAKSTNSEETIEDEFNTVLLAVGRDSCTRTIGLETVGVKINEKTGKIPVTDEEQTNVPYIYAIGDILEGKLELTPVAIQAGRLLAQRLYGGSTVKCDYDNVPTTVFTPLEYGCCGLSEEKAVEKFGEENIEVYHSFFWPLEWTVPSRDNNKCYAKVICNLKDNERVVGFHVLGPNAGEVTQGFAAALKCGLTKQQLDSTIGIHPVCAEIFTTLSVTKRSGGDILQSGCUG
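Rat TrxR1 (90 nM in the dispensed reagent) was pre-reduced with 400 uM NADPH for 5 min at room temperature, then incubated with compound for 15 min. After 400 uM selenite was added, NADPH fluorescence (Ex 340/Em 450 nm) was followed for 8 min.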
RXFP1 agonist – qHTS Assay for Agonists of the Relaxin Receptor RXFP1 | HEK293T-RXFP1 cAMP TR-FRET, 30 min; response scale: percent of porcine relaxin response, buffer zero | AID 2676, 2010 | 0.3% of 370,000 active | Potency, µM (series often up to 57.5 µM), inactives show at the top dose activation, actives largely listed as activators | Relaxin receptor 1 (Homo sapiens), Q9HBX9; note: % is set by controls: 0 for no effect and ±100 for the full control effect; nearly all actives have a fitted effect of over 60% in size; many of its hits are not listed in these tables
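Agonist response is measured as cAMP accumulation in an RXFP1-transfected HEK293T line under PDE4 inhibition. Values are scaled between buffer-only and 29 nM porcine relaxin, and EC50s come from standard Hill equation fits.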
TrxR1 substrate – qHTS Assay for Substrates of Mammalian Selenoprotein Thioredoxin Reductase 1 (TrxR1): qHTS | Potency, µM (highest dose often 114 µM), inactives show at the highest dose activity change, negative = substrate turnover | 0.01% of 390,000 active | purified TrxR1 substrate turnover, NADPH consumption readout | Thioredoxin reductase 1, cytoplasmic (Rattus norvegicus), O89049; note: % is set by controls: 0 for no effect and ±100 for the full control effect; nearly all actives have a fitted effect of over 50% in size
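Rat TrxR1, dispensed at 90 nM, was prereduced with 400 uM NADPH (final) for 5 min at ~22 deg C, then incubated with compound 15 min before 400 uM selenite. A first-read NADPH fluorescence drop versus no-compound background flagged substrates.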
RGS4 inh – Inhibitors of Regulator of G Protein Signaling (RGS) 4: qHTS; AID 504845, 2011; Potency, µM (titrated, usually from 114 µM), without a hit: top-dose activity change, negative = inhibition, usual class: inhibitors; 0.039% of 390,000 active; Regulator of G-protein signaling 4 (Homo sapiens), P49798; Transcreener GDP fluorescence polarization, RGS4-accelerated GTP hydrolysis; note: % is set by controls: 0 for no effect and ±100 for the full control effect; nearly all actives have a fitted effect of over 75% in size; some results filed as inactive show a strong effect at the top dose
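MLSMR compounds (23 nl, pin-transferred) preincubated 10 min at room temperature with a 500nM (2x) first reagent, then RGS4 at 900nM (2x) plus Transcreener GDP mix added; fluorescence polarization (620/688 nm) read before and after 90 min at 30 °C.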
USP1-UAF1 inh – Inhibitors of USP1/UAF1: Primary Screen | Potency, µM (doses to about 57.1 µM), for the others: at the highest dose activity change, negative = inhibition, most hits filed as inhibitors | AID 743255, 2014 | 0.23% of 390,000 active | Ubiquitin carboxyl-terminal hydrolase 1 (Homo sapiens), O94782 | recombinant USP1/UAF1, Ub-Rhodamine cleavage fluorescence; note: % is set by controls: 0 for no effect and ±100 for the full control effect; nearly all actives have a fitted effect of over 60% in size; inactives centre near -12
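In this screen, compounds sit with the deubiquitinase complex (1nM) for 15 min at room temperature before Ub-Rho is added at 150nM final. Fluorescence rise is then followed for 6 reads every 60 seconds.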
Vif-APOBEC3F blk – qHTS for Inhibitors of Vif-A3F Interactions: qHTS; 0.2% of 390,000 active; HeLa A3F-eYFP + Vif (tagged APOBEC3F with the HIV-1 protein that degrades it), YFP fluorescence increase; Potency, µM (series often up to 46.1 µM), without a hit: at the top dose activity, negative = active; note: % of control where 0% means no effect; nearly all actives have a fitted effect of over 65% in size
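HeLa cells stably expressing Vif plus C-terminally eYFP-tagged A3F were seeded, incubated overnight at 37 deg C, dosed with compound, incubated overnight again at 37 deg C. Yellow fluorescence (Ex 488/Em 500-530) reported blocked Vif-mediated A3F-eYFP degradation.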
Active calls of the source: *; i = inactive; ? = inconclusive; · = not tested or not shown; [ ] = dose if it differs, or a comment. Calls come from the whole dose curve; as a rule, active = well fitted curve in the direction sought with a large enough effect; inconclusive = small, poorly fitted or top-dose-only effect, or another doubt; inactive = no such curve, though single readings can be large; an effect the other way counts as inactive or inconclusive. Potency is the fitted concentration of half-maximal effect. Only part of the results is shown; the hit share may differ from the screen's.

Compound	12-LOX inh	IDH1 R132H inh	Vif-APOBEC3G blk	TrxR1 inh	RXFP1 agonist	TrxR1 substrate	RGS4 inh	USP1-UAF1 inh	Vif-APOBEC3F blk
CC1CCCC(C)N1C(=O)COC(=O)c1ccc(Br)c(S(=O)(=O)N2CCOCC2)c1 (stereo not given)	-10.2%	-2.2%	0.8%	-2.7%[2.29 µM]	·	-4.0%[2.29 µM]	18.3%	4.9%	-5.9%
CN(C)c1ccc(CN(C(=O)COc2ccc(Br)cc2)C2CCS(=O)(=O)C2)cc1 (stereo not given)	-10.2%	2.3%	0.0%	4.8%[57.1 µM]	-0.7%	2.4%[57.1 µM]	9.2%	-7.7%	-10.4%
CN1C(=O)c2ccccc2Sc2ccc(NC(=O)NC3CC3)cc21	-3.9%	4.9%	-6.9%	2.2%	1.6%	0.1%	-9.9%	-11.6%	-3.0%
Cc1ccc(C)c(S(=O)(=O)N2CCCOC2CNC(=O)C(=O)NC2CCCC2)c1 (stereo not given)	0.5%	2.7%	-1.7%	7.7%	2.8%	4.3%	18.3%	-17.8%	1.7%
CNc1ncc(C(=O)c2ccc(Cl)c(Cl)c2)s1	0.0%	1.2%	1.4%	16.5%	3.9%	-5.4%[57.1 µM]	13.9%	-8.2%	1.6%
CC(C)(C)c1ccc(N/N=C(\C#N)S(=O)(=O)C(C)(C)C)cc1	-15.9%	-9.6%	-1.5%	-9.7%	-1.5%	-9.3%	-4.0%	-26.4%	-13.8%
Cc1cc(NC(=O)C2CCC2)n(-c2ccccn2)n1	-4.3%	3.1%	3.0%	-0.1%[57.1 µM]	1.0%	0.2%	-11.1%	1.9%	4.3%
COc1cc(C2CC(=O)N(Cc3ccc(F)cc3)c3ccccc3S2)cc(OC)c1OC (stereo not given)	0.0%	-9.1%	-0.1%	21.5%	-0.6%	-7.3%	12.8%	-23.8%	0.8%
O=C(Nc1ncn[nH]1)c1ccc(Cl)c(S(=O)(=O)Nc2ccc(Cl)cc2)c1	-3.4%	2.8%	-0.2%	5.3%[57.1 µM]	6.1%	-7.6%	12.9%	1.0%	0.0%
Cc1ccc2cc(CCNC(=O)c3cccc([N+](=O)[O-])c3)c(=O)[nH]c2c1	-24.2%	3.3%	0.2%	4.4%	2.2%	-4.9%	-10.3%	-21.6%	-0.6%
C=CCN=C(NC#N)SCC(=O)NCc1ccccc1	0.0%	0.0%	-7.1%	17.4%[57.1 µM]	-0.1%	6.5%[57.1 µM]	-3.0%	-7.7%	-10.5%
Cn1ncc([N+](=O)[O-])c1C(=O)Nc1nc2ccccc2n1CCN1CCCCC1	27.6%	-3.9%	0.9%	-0.3%	1.7%	-4.8%	-4.8%	-12.4%	0.7%
COc1ccc(-c2csc(NC(=O)c3cccc(N4C(=O)CCC4=O)c3)n2)cc1C	11.3%	10.3%	-1.0%	-5.2%	0.7%	-1.0%	-43.6%	-13.9%	1.6%
CCOc1ccc2[nH]c(=O)c(CN(CCc3ccccc3)C(=O)N3CCOCC3)cc2c1	-9.3%	1.1%	-5.3%	-15.5%	?	3.8%	-43.8%	-4.6%	0.7%
Clc1ccc(-c2nnc(N3CCCC3)nn2)cc1	-8.1%	-1.8%	0.1%	-2.5%	0.4%	-3.6%	-27.2%	-21.0%	3.8%
COc1cc2cc(CN(CCc3ccccc3C)C(=S)NCCCN(C)C)c(=O)[nH]c2cc1OC	0.8%	0.2%	0.1%	-17.8%	-0.8%	17.5%	-8.6%	-9.0%	-7.4%
CCOC(=O)N1CCN(C(=O)C2CCC(=O)N(CCCc3ccccc3)C2)CC1 (stereo not given)	36.5%[activator]	6.1%	-1.9%	12.4%	-0.2%	1.7%	3.0%	-18.8%	-1.9%
COc1cccc(C(=O)NCC(=O)NCc2cc(=O)n(C)c(=O)n2C)c1OC	14.7%	0.0%	-1.8%	24.5%	3.4%	5.3%	24.6%	-10.5%	-9.6%
COc1ccccc1N1C(=O)C2C3CC(c4ccccc4)C(C3)C2C1=O (stereo not given)	-27.5%	2.7%	4.7%	-0.9%[57.1 µM]	8.3%	12.8%[57.1 µM]	3.5%	-17.3%	7.9%
COc1ccccc1NC(=O)NCC(=O)Nc1ccc(F)c(F)c1	-17.1%	0.5%	1.6%	-5.6%	1.0%	-3.6%	-5.1%[11.4 µM]	-3.0%	1.7%
CCN(CC)c1ccc(/C=N/n2c(C)nc3ccccc3c2=O)cc1	0.0%	0.1%	1.5%	-4.4%	4.8%	-13.8%	-18.2%	-18.3%	0.1%
Cc1cc(C)c2c(N)c(-c3nnc(SCc4ccc(Cl)cc4)n3C)sc2n1	193.6%[activator]	5.0%	-3.4%	-4.1%[57.1 µM]	0.5%	-4.2%[57.1 µM]	28.4%	-20.0%	-3.9%
CCCc1nccn1S(=O)(=O)c1cc(OC)ccc1OC	0.0%	2.8%	1.2%	-12.0%	-1.2%	-11.5%	24.2%	-10.5%	5.5%
CC(=O)Nc1ccc(NC(=O)/C(=C/c2ccco2)NC(=O)c2ccccc2)cc1	-6.3%	-1.1%	4.7%	-1.6%[57.1 µM]	-0.8%	6.6%[57.1 µM]	-38.9%	-11.3%	-7.3%
O=C(NC(=S)NCCN1CCOCC1)c1ccc(Cl)cc1Cl	?	1.7%	0.7%	-0.2%[57.1 µM]	4.1%	4.0%[57.1 µM]	-11.5%	-8.9%	0.2%
COc1ccc(-n2nc3c(c2NC(=O)C(C)Oc2ccccc2)CS(=O)(=O)C3)cc1 (stereo not given)	2.1%	18.1%	-3.9%	1.1%	0.8%	-4.4%	3.7%	-26.7%	7.0%
Cc1cc(C)cc(-n2ncc3c2CCCC3NC(=O)CCCn2cncn2)c1 (stereo not given)	6.4%	2.4%	-1.8%	8.3%	·	8.0%	4.1%	-8.5%	-7.4%
COc1ccc(/C=C/C=C2\NC(=S)NC2=O)cc1	?	0.8%	?	1.1%	-4.3%	-4.9%	7.9%	-11.5%	12.6µM*
O=c1cc(COc2ccc(Cl)cc2Cl)nc2scc(-c3ccccc3)n12	?	5.9%	-0.6%	-18.8%	?	-3.7%	15.7%	-0.8%	-2.0%
COC(=O)[C@]1(C)N[C@H](CN(C)C(=O)Nc2ccc(C)cc2)[C@@H]2C(=O)N(C)C(=O)[C@@H]21	-39.1%	4.5%[38.3 µM]	3.5%	18.1%	·	-3.3%	15.3%	-5.1%	1.3%

Continued (2 carried over from the part before).
Compound	12-LOX inh	IDH1 R132H inh	Vif-APOBEC3G blk	TrxR1 inh	RXFP1 agonist	TrxR1 substrate	RGS4 inh	USP1-UAF1 inh	Vif-APOBEC3F blk
O=c1cc(COc2ccc(Cl)cc2Cl)nc2scc(-c3ccccc3)n12	?	5.9%	-0.6%	-18.8%	?	-3.7%	15.7%	-0.8%	-2.0%
COC(=O)[C@]1(C)N[C@H](CN(C)C(=O)Nc2ccc(C)cc2)[C@@H]2C(=O)N(C)C(=O)[C@@H]21	-39.1%	4.5%[38.3 µM]	3.5%	18.1%	·	-3.3%	15.3%	-5.1%	1.3%
CC(C)COc1ccc(CSCCNC(=S)Nc2ccccc2)cc1	?	3.7%	-8.9%	20.6%[57.1 µM]	-0.2%	5.0%[57.1 µM]	12.7%	-7.0%	-9.5%
Cc1ccc(CN2CCC(CNC(=O)c3cnn(-c4ccc(C)cc4)c3C3CCN(C(=O)OC(C)(C)C)CC3)CC2)cc1	-26.7%	0.4%	2.5%	-14.8%	1.8%	-4.4%	-25.1%	?	2.0%
O=C(CCn1c(=O)sc2ccccc21)Nc1ccon1	-6.2%	5.3%	1.4%	18.0%	0.1%	6.0%	8.0%	-1.5%	-11.7%
CCN1CCN(C(=S)Nc2ccsc2C(=O)OC)CC1	-3.6%	1.6%	1.2%	-2.2%	-0.6%	3.0%	10.5%	-18.4%	-4.3%
CCOC(=O)N1CCN(S(=O)(=O)c2ccc(C(=O)N(CCCN(C)C)c3nc4ccc(OC)cc4s3)cc2)CC1	i	-12.6%	-1.4%	17.9%	4.2%	0.0%	21.9%	-0.5%	-10.8%
CC[C@]12c3[nH]c4cc(CCC(=O)N(C)C)ccc4c3CCN1C(=O)[C@@H](CC(=O)NCc1cccc(C(F)(F)F)c1)C[C@@H]2C(=O)N1CCN(C(=O)c2ccco2)CC1	-10.7%	-1.5%[38.3 µM]	1.9%	1.0%	·	2.2%	-7.8%	-16.5%	-0.2%
COc1ccc(C(=O)NNC(=O)C(C)NC(=O)c2ccccc2NC(=O)c2ccco2)cc1 (stereo not given)	0.3%	-4.2%	-0.1%	11.6%[57.1 µM]	-0.4%	-2.7%[57.1 µM]	1.4%	0.6%	3.2%
